Assay outcomes as filed in PubChem BioAssay.
SV40 large T antigen – SV40 large T antigen inhibitors, biochemical (AID 1903) | inhibition, % at 20 µM; hits with a dose series show IC50 in µM | 0.39% of 310,000 active | SV40 large T antigen ATPase/helicase inhibition assay; higher % means a stronger effect; in the data active = a potency from the dose series; inconclusive = inhibition mostly from about 32% at the one dose, without a potency; inactive = the rest, 99 in 100 with inhibition below about 32%; note: strong numbers were not always called active
Yfh1-off respiration – enhancers of respiration in Yfh1-depleted yeast, dose response, Friedreich's ataxia, plus single-dose screen (AID 1465). S. cerevisiae Yfh1-off respiration, WST-1 reduction, 72 h; higher fold induction means a stronger effect. fold induction at 50 µM, or EC50 in µM where a hit was titrated. 0.074% of 220,000 active;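 active = fold induction of absorbance versus untreated yeast above a set limit, then at least 30% activation at any dose in follow-up; inconclusive = repeats straddling the limit, or above it without dose testing; inactive = fold induction below the set limit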;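 note: activators that raise dye reduction in frataxin-depleted yeast; strong numbers were not always called active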
NS5 inhibitors – Dengue-2 NS5 methyltransferase inhibitors, primary screen, biochemical, confirmation dose response (AID 588689) | 0.3% of 340,000 active | inhibition, % at 25 µM, or IC50 in µM where a hit was titrated | Dengue-2 NS5 methyltransferase capping enzyme assay, biochemical; higher % means a stronger effect; in the data active = a potency from the dose series; inconclusive = inhibition above about 29% without an active follow-up result
West Nile virus CPE – inhibition of WNV-induced cytopathic effect – cell-based, CPE readout (AID 1621); West Nile virus-infected cells, CPE inhibition; higher % means a stronger effect; CPE inhibition, % at 10 µM, or IC50 in µM where a hit was titrated; 0.02% of 290,000 active; in the data active = a potency from the dose series; inconclusive = CPE inhibition mostly from about 3.7% at the one dose, without a potency; inactive = the rest, 99 in 100 with CPE inhibition below about 2.2%; note: strong numbers were not always called active
ER stress rescue – rescue of cells from ER stress-induced death, primary screen, 384-well, CSM14.1, thapsigargin, ATP luminescence (AID 1222). CSM14.1 thapsigargin-induced death rescue, ATP luminescence; higher % means a stronger effect. cellular ATP content (survival), % at 20 µM; hits with a dose series show EC50 in µM. 190,000 tested, under 10 active;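 active = EC50 below 50 µM in the dose-response confirmation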;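 note: death triggered by thapsigargin at about 15 µM added after 2 h compound pretreatment; cell ATP read after overnight thapsigargin exposure of roughly 18 to 22 hours; normalized against plate controls of thapsigargin alone and 5% DMSO vehicle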
RSV antiviral HEp-2 – RSV antiviral activity via CPE protection, HEp-2 cells, primary 10 µM value included (AID 2391); HEp-2 cells, RSV-induced CPE inhibition; higher % means a stronger effect; 0.13% of 310,000 active; CPE inhibition, % at 10 µM; hits with a dose series show IC50 in µM; in the data active = a potency from the dose series; inconclusive = CPE inhibition mostly from about 23% at the one dose, without a potency; inactive = the rest, 99 in 100 with CPE inhibition below about 21%; note: strong numbers were not always called active
XIAP antagonists – small molecules displacing peptide from XIAP – biochemical, IAP family, fluorescence polarization (AID 1018); XIAP BIR domain, fluorescence polarization peptide displacement; higher % means a stronger effect; one-dose displacement, % at 20 µM; IC50 in µM for titrated hits; 0.007% of 200,000 active; in the data active = displacement above about 50%; note: a part of the inactive calls stands beside numbers as strong as those of hits
UTI89 phage lysis – protection from phage-mediated lysis, alamar blue read-out – E. coli UTI89, K1F phage, bacterial capsule biogenesis inhibitors (AID 488966); inhibition, % at 100 µM; hits with a dose series show IC50 in µM; 0.02% of 340,000 active; E. coli UTI89 K1F phage lysis, alamar blue, 2 h; higher % means a stronger effect;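 active = phage lysis inhibition, versus mean bacterial control, above a set limit; inconclusive = no clear call, values can overlap the other calls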;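 note: capsule biogenesis inhibitors block K1F phage lysis so surviving cells raise fluorescence; higher fluorescence means more inhibition of phage lysis; actives were called in the ten point dose series up to 300 µM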
WT yeast gro inh – growth inhibition of WT yeast, mitochondrial fusion screen. mitochondrial fusion phenotypic screen, WT strain. AID 1362. inhibition, % at 10 µM. 2.1% of 190,000 active; in the data active = inhibition above about 58%; tested in S. cerevisiae
WT yeast gro inh mutant strain – recorded beside WT yeast gro inh, whose call it bears; inhibition, %; mitochondrial fusion phenotypic screen, mutant strain inhibition
NS5 inhibitors pilot replicate – further read-out of NS5 inhibitors, marked with its call; inhibition, %; measured here: pilot screen replicate inhibition
Numbers without * were called inactive; i = inactive; ? = inconclusive; . = no result given; [ ] = remark or other dose.

SMILES	SV40 large T antigen	Yfh1-off respiration	NS5 inhibitors	West Nile virus CPE	ER stress rescue	RSV antiviral HEp-2	XIAP antagonists	UTI89 phage lysis	WT yeast gro inh	WT yeast gro inh mutant strain	others
CN1C(=O)OC(C)(CCc2ccccc2)C1(C)O (stereo not drawn)	3%	i	-16%	0.2%	1.7%	0.6%	-0.5%	2.9%	23	-1
COc1ccc(CC(=O)NCCN2CCOCC2)cc1	8%	.	-11%	1.1%	.	2.5%	.	0.3%	.	.
Cc1c(OC(C)C(=O)NCCN2CCOCC2)ccc2c3c(c(=O)oc12)CCCC3 (stereo not drawn)	6%	.	-5%	-0.4%	.	-0.4%	.	-0.3%	.	.
COc1ccc(Cc2nn3c(-c4ccccc4Br)nnc3s2)cc1	13%	i	-3%	-0.9%	-1.8%	6.2%	-7.6%	2.2%	-4	0
Cc1nc2ccccc2n1C1CC(=O)N(Cc2ccccc2)C1=O (stereo not drawn)	-6%	i	6%	0.0%	1.7%	1.2%	-6.5%	0.1%	15	6	NS5 inhibitors pilot replicate=-1.2
O=C(NCc1ccccc1)N1CCC(CO)(CCc2ccccc2)CC1	3%	i	5%	-0.7%	-0.7%	1.3%	-7.7%	-0.2%	3	-2
COc1ccc(NC(=O)c2ccco2)cc1NC(=O)COc1ccccc1[N+](=O)[O-]	12%	.	.	-1.2%	.	0.7%	.	-0.7%	.	.
CC1CCN(c2ccc([N+](=O)[O-])cc2C(=O)O)CC1	8%	i	-4%	0.9%	1.0%	0.3%	-3.7%	0.6%	-25	0
COc1ccc(CC(NC(=O)c2ccccc2)C(=O)NCC(=O)O)cc1 (stereo not drawn)	2%	i	-1%	0.0%	1.1%	1.1%	-1.1%	-0.7%	10	11
FC(F)(F)c1cc(-c2ccccc2)nc(N2CCCCCC2)n1	0%	i	1%	0.4%	0.3%	2.5%	-3.5%	0.1%	14	9
O=c1cc(O)c(-c2cccc(C(F)(F)F)c2)c(Cl)[nH]1	9%	.	-6%	.	2.3%	6.0%	-9.6%	0.2%	12	5
Cc1noc(NS(=O)(=O)c2ccc(NC(=O)/C=C/c3ccc(C(C)C)cc3)cc2)c1C	8%	.	2%	0.3%	.	?	.	-0.4%	.	.
N#CCCN/N=C(\Cc1nc2ccccc2[nH]1)c1ccccc1	14%	i	-6%	0.6%	0.3%	-1.3%	-2.5%	1.6%	-6	-2
Oc1c(Cl)cccc1C=Nc1cc(C(F)(F)F)ccc1N1CCCC1	10%	.	-4%	.	0.9%	2.6%	-0.9%	1.2%	22	14
COc1ccc(C2=Nn3c(nnc3-c3cc(C)[nH]n3)SC2)cc1	4%	i	6%	?	.	0.5%	.	2.0%	.	.
Cc1ccc(NC(=O)c2oc3ccc(S(=O)(=O)N4CCOCC4)cc3c2C)c(C)c1	4%	i	-11%	-0.6%	-5.6%	0.8%	-7.0%	-0.4%	-8	0
O=c1c(Cl)c(NCC2CCCO2)cnn1C12CC3CC(CC(C3)C1)C2 (stereo not drawn)	12%	i	-5%	0.1%	-1.7%	-2.4%	-8.1%	0.2%	-10	-6
Cc1c(C(=O)OCC[N+]2(C)CCCCC2)oc2ccccc12	10%	i	1%	-0.3%	-1.2%	-1.0%	-4.8%	-1.4%	5	4
O=C1CC(c2ccccc2)CC(O)=C1C=NCc1ccc(Cl)c(Cl)c1 (stereo not drawn)	1%	.	3%	.	-1.4%	-0.2%	3.3%	0.4%	20	7
COc1cc2c(CCNC(C)=O)c[nH]c2cc1Cl	13%	.	-1%	.	.	0.8%	.	5.1%	.	.
CCOc1cc(/C=C2\SC(N3CCCCC3)=NC2=O)ccc1O	?	.	-46%	0.1%	.	0.0%	.	0.0%	.	.
COc1ccccc1NCCC#N	25%	i	-6%	-0.3%	2.4%	0.3%	-1.4%	6.6%	-10	13
COC(=O)[C@H](C)NC(=O)Nc1ccccc1F	-1%	i	-4%	-0.1%	0.8%	-0.1%	-1.1%	0.6%	-6	-34
Cc1noc(C)c1S(=O)(=O)N(CC(=O)Nc1ccc2c(c1)OCO2)c1ccc(C(C)C)cc1	6%	i	-2%	-0.8%	1.7%	-0.9%	-1.9%	0.9%	-3	6
CN(c1ccccc1)S(=O)(=O)c1cccc(C(=O)Nc2ccc3c(c2)CCC3)c1	8%	i	1%	-1.2%	-1.6%	11%	-8.1%	0.2%[50 µM]	24	-1
Cn1c(=O)c2c(nc(N3CCNCC3)n2Cc2cccc3ccccc23)n(C)c1=O	4%	i	-5%	1.2%	-2.1%	0.2%	-1.4%	6.1%	4	-4
CCN(CC(=O)Nc1c(F)cccc1F)C(=O)C1CC(=O)N(c2ccc3c(c2)OCCO3)C1 (stereo not drawn)	22%	.	1%	.	.	-1.5%	.	1.1%[50 µM]	.	.
C=CCNC(=O)N1CCC(c2nc3ccccc3s2)CC1	3%	.	0%	-1.6%	.	0.5%	.	0.0%	.	.
O=C(NC(Cc1ccccc1)C(=O)N1CCCCCC1)c1ccccc1 (stereo not drawn)	1%	.	-3%	0.1%	.	0.5%	.	-0.1%	.	.
Cc1ccc(Nc2nnc(C)c3ccccc23)c(C)c1	8%	.	0%	.	.	5.1%	.	-0.5%	.	.
CCC(Oc1ccc(Cl)cc1)C(=O)N1CC(=O)Nc2ccccc21 (stereo not drawn)	0%	.	-1%	-0.9%	.	2.4%	.	-0.6%[50 µM]	.	.
COc1ccc(NC(=O)CCNS(=O)(=O)c2ccc(Br)s2)cc1	3%	i	-6%	-0.4%	1.1%	-1.4%	-4.5%	1.5%	2	-1
O=C(c1ccccc1Cl)N(Cc1ccccc1F)N1C(=O)CCCC1=O	1%	i	-11%	-1.1%	0.1%	-0.7%	-3.4%	-1.6%[50 µM]	26	1
COc1ccc(N(CC(=O)N2CC=C(c3ccccc3)CC2)S(=O)(=O)c2c(C)noc2C)cc1	20%	i	-3%	-0.1%	-0.8%	1.6%	-1.4%	0.1%	9	7
COc1ccccc1N1CCN(C(=O)c2ccoc2C)CC1	23%	i	-5%	0.1%	3.8%	-0.5%	-4.0%	0.3%	-2	-1
Cc1cc(C(=O)Cn2cnc3cc([N+](=O)[O-])ccc3c2=O)c(C)n1CC1CCCO1 (stereo not drawn)	12%	i	-5%	-0.5%	-0.1%	-0.8%	-9.2%	-0.4%	-3	-6
OC(CNCc1cccnc1)COc1ccc2ccccc2c1 (stereo not drawn)	10%	.	1%	0.1%	.	-0.9%	.	0.3%	.	.
CCCCn1c(N)c(N(CCOC)C(=O)c2cnc(C)cn2)c(=O)[nH]c1=O	17%	.	-3%	.	.	0.3%	.	1.5%[50 µM]	.	.
CCc1nc(N2CCN(CC(=O)NCC3CCCO3)CC2)c(C#N)c2c1COC(C)(C)C2 (stereo not drawn)	3%	.	8%	-0.3%	.	1.0%	.	-0.6%	.	.
O=C(Nc1ccc(S(=O)(=O)NCc2ccco2)cc1)c1ccncc1	6%	i	3%	-0.5%	-0.6%	12%	-5.9%	0.0%	-4	-8
COC(=O)c1ccncc1C(=O)Nc1ccc(OC)cc1	14%	i	0%	-0.1%	0.7%	-1.0%	-6.5%	-1.8%	-14	8
CCN(Cc1ccccc1)C(=O)c1cccc(S(=O)(=O)N2CCN(Cc3ccccc3)CC2)c1	30%	.	1%	.	.	17%	.	0.1%[50 µM]	.	.
COc1ccc(N/C(N)=N/c2nc(CSc3ccc(C)cc3)cc(=O)[nH]2)cc1	-7%	.	4%	0.3%	0.3%	1.2%	-0.8%	1.8%	80*	10*
COc1ccc(-n2c3c(cc(C(=O)Nc4ccc(C)cc4)c2=O)C(=O)CCC3)cc1	.	i	-11%	0.8%	.	0.9%	.	0.7%	.	.
CC1(C)Cc2c(sc3nc(-c4cccs4)n(N)c(=O)c23)CO1	10%	i	-4%	-0.5%	0.4%	0.6%	-1.3%	0.1%	14	8
O=C(CSc1nc(O)cc(=O)n1-c1ccccc1)N1CCCCC1	6%	i	-6%	-0.6%	-1.8%	.	4.4%	-0.1%	7	-23
CC(=O)c1c(C)[nH]c(C(=O)COC(=O)c2cc(S(=O)(=O)N(C)c3ccccc3)ccc2Cl)c1C	-5%	i	0%	-0.2%	3.9%	16%	1.0%	-6.2%	0	-15
CCOc1ccc(-n2c(SCc3cc(=O)oc4cc(C)ccc34)nnc2-c2cccnc2)cc1	4%	i	-6%	-0.8%	4.3%	1.5%	-6.3%	0.1%	-16	-5

Some of these compounds in order of count of non-hydrogen atoms, highest first:
SMILES	SV40 large T antigen	Yfh1-off respiration	NS5 inhibitors	West Nile virus CPE	ER stress rescue	RSV antiviral HEp-2	XIAP antagonists	UTI89 phage lysis	WT yeast gro inh	WT yeast gro inh mutant strain	others
CCN(CC(=O)Nc1c(F)cccc1F)C(=O)C1CC(=O)N(c2ccc3c(c2)OCCO3)C1 (stereo not drawn)	22%	.	1%	.	.	-1.5%	.	1.1%[50 µM]	.	.
O=C(NC(Cc1ccccc1)C(=O)N1CCCCCC1)c1ccccc1 (stereo not drawn)	1%	.	-3%	0.1%	.	0.5%	.	-0.1%	.	.
FC(F)(F)c1cc(-c2ccccc2)nc(N2CCCCCC2)n1	0%	i	1%	0.4%	0.3%	2.5%	-3.5%	0.1%	14	9
CC1(C)Cc2c(sc3nc(-c4cccs4)n(N)c(=O)c23)CO1	10%	i	-4%	-0.5%	0.4%	0.6%	-1.3%	0.1%	14	8
COc1ccccc1NCCC#N	25%	i	-6%	-0.3%	2.4%	0.3%	-1.4%	6.6%	-10	13

New compounds follow:
SMILES	SV40 large T antigen	Yfh1-off respiration	NS5 inhibitors	West Nile virus CPE	ER stress rescue	RSV antiviral HEp-2	XIAP antagonists	UTI89 phage lysis	WT yeast gro inh	WT yeast gro inh mutant strain	others
Cc1csc(NC(=O)CSc2nc3[nH]ncc3c(=O)[nH]2)n1	5%	i	-10%	0.3%	-1.6%	0.8%	-5.4%	0.3%	-5	10
CN(C[C@H](Cc1ccccc1)N(C[C@H](Cc1ccccc1)N(CCC(C)(C)C)N=O)N=O)N=O	4%	i	-8%	-0.6%	-2.2%	-1.9%	-5.2%	1.0%	14	11
CC(=O)c1cccc(NC(=O)C2C3C=CC(C3=C(c3ccccc3)c3ccccc3)C2C(=O)O)c1 (stereo not drawn)	17%	i	8%	0.0%	0.0%	5.5%	-15%	-0.6%	25	18
Cc1ccc(NC(=O)c2sc(N)nc2C)cc1	5%	.	3%	-0.7%	.	1.0%	.	-0.6%[50 µM]	.	.
COc1ccccc1NC(=O)c1c(NC(=O)CCC(=O)O)sc2c1CCCCC2	30%	i	6%	-0.5%	.	2.1%	.	-0.2%	.	.
